mcGAS RapidFire – inhibitors of mouse cGAS. recombinant mouse cGAS, cGAMP by RapidFire MS. inhibition, % at 12.5 µM. 0.18% of 130,000 active;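 active = inhibition of cGAS enzyme activity at or above 60%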;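 also: enzyme stimulated by 45 bp dsDNA with ATP and GTP substrates; cGAMP share of summed cGAMP plus half ATP and half GTP signals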
Target sequence (Q8C6L5 whole entry, looked up): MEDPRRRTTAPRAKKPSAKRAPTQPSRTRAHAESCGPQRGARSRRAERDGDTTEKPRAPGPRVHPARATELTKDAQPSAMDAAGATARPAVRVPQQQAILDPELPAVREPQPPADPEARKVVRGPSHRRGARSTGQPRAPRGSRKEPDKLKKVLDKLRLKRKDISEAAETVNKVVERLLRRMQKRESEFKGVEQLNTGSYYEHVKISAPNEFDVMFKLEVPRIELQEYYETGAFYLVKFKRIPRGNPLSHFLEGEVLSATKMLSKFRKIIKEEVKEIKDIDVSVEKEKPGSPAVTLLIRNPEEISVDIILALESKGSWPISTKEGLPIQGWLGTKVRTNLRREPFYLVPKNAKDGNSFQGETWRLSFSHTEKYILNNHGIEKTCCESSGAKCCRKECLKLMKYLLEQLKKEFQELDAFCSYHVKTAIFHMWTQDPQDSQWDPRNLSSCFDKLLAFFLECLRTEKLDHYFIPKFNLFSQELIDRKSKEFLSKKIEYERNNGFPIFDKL
The depositor's hits bear a star; & = joins results of further samples. Not all compounds are listed (hit frequency here may not be typical).

SMILES	mcGAS RapidFire
CCCNC(=O)C(C)S(=O)(=O)c1ccc(F)c(F)c1 (configuration not stated)	-2
O=P1(NN=Cc2ccc(F)cc2)C=C(c2ccccc2)OC(c2ccccc2)=C1	-4
O=C(O)c1ccccc1	-2
COc1ccc(CCNS(=O)(=O)c2cccc3nsnc23)cc1OC	0
CC(C)(C)c1cc2nc(C(=O)O)cc(-c3ccc(Cl)cc3)n2n1	-8
CCCCc1ccc(-c2nc(C=Nc3ccccc3C#N)c(O)o2)cc1	-6
CC1CC1C(=O)Nc1cnn(-c2ccccc2S(C)(=O)=O)c1 (configuration not stated)	-1
COC(=O)c1ccccc1C(=O)OCc1cc(-c2cc3ccccc3o2)on1	-5
Cc1cccc(C)c1OCCN(CCC(N)=O)c1ccc(F)cc1	-2
COc1ccccc1N(C)S(=O)(=O)c1ccc(C)c(C(=O)N2CCOCC2C#N)c1 (configuration not stated)	-2
COc1ccc(C2C3=C(Nc4[nH]c(=O)[nH]c(=O)c42)c2ccccc2C3=O)cc1 (configuration not stated)	-7
Cc1ccc(C)c(C(=O)CSc2nnc(-c3ccco3)n2C)c1	-2
Cc1nc(-c2ccc(F)cc2)c(CC(=O)Nc2ccc(S(C)(=O)=O)cc2)s1	-10
Cc1ccc(OCc2nc(CC(=O)N(C)CC3CCCCC3)cs2)cc1	-11
Oc1c(C=NN2CCOCC2)cc2c3c1CCCN3CCC2	-6
Cc1nc(COC(=O)C2CCN(C(=O)N(C)C)CC2)no1	-4
CCCc1cc2c(=O)c(-c3nc(C)cs3)c(N)oc2cc1OC	-3
Cc1nn(C(C)C)c(C)c1N=O	-21
CCOC(=O)CCNC(=O)N1CCn2cccc2C1c1ccc(F)cc1 (configuration not stated)	-12
Cc1ccc(-c2csc(N3C(=O)CC4CS(=O)(=O)CC43)n2)cc1C (configuration not stated)	-19
NC(=O)c1cnc2n1CCN(C(=O)c1csc(Cc3ccccc3)n1)C2	-20
O=C(NC1CC1c1ccccc1)C1CCCCN1C(=O)c1ccccc1 (configuration not stated)	-18
Cc1ccccc1C(=O)NCCn1cc(SCC(=O)NCc2ccccc2)c2ccccc21	-11
COc1cccc(NC(=O)C(OC(=O)C2=NNC(=O)CC2)c2ccccc2)c1 (configuration not stated)	-11
COCC(C)NC(=O)CCc1c(C)nn(-c2nc(C)c(C)c(=O)[nH]2)c1C (configuration not stated)	-7
COc1cc(C(=O)N2CCOC(COCc3ccccc3)C2)cc(OC)c1C (configuration not stated)	-3
CCNC(=S)NNC(=O)c1ccc(Cn2cc([N+](=O)[O-])cn2)cc1	-9
Cc1ccccc1NC(=O)CS(=O)(=O)Cc1nnnn1-c1ccccc1	-1
Cc1c(C#N)c(NC(=O)CN2CCCC3CCCCC32)n(Cc2cccs2)c1C (configuration not stated)	-8
COc1cc2c(cc1OC)-c1cc3nc4ccccc4nc3n1C(C)(C)C2	-1
Cc1nnc(SCC(=O)NC(=O)NC2CCCC2)s1	-10
CCCN(C(C)C(=O)Nc1ccccc1)S(=O)(=O)c1c(C)nn(C)c1Cl (configuration not stated)	-8
c1ccc(-c2nnc(-c3ccccn3)nn2)nc1	14
O=c1c2ccccc2[nH]c(=S)n1-c1ccc(-c2n[nH]c(=S)o2)cc1	-2
CN1CCN(S(=O)(=O)c2cccc(C(=O)NC34CC5CC(CC(C5)C3)C4)c2)CC1	-8
O=c1oc2ccccc2n1CCNCc1cccc2c1OCO2	50
O=C(CSc1nnc(-c2ccccc2)n1-c1ccccc1)N/N=C\c1cccc(Br)c1	-10
CN(C)C(CNC(=O)CNC(=O)c1ccc(Br)cc1)c1ccccc1 (configuration not stated)	1
C#CCn1c(=NC(=O)c2ccc(S(C)(=O)=O)cc2)sc2cc(S(C)(=O)=O)ccc21	-9
Cc1cc2ncn(CC(=O)NC3CCCC3)c2cc1C	-6
c1ccc(CSC2=NCCS2)cc1	-2
Brc1ccc(OCc2nnc3n2CCCCC3)cc1	18
COc1ccc(S(=O)(=O)NCC2CCN(Cc3ccsc3)CC2)cc1Cl	4
N#CC(C(=O)CN1C(=O)CCc2ccccc21)c1nc2ccccc2o1 (configuration not stated)	-16
Cn1cnnc1C1CCCN(Cc2cc3n(n2)CCCNC3)C1 (configuration not stated)	15
Cc1ccc(N2CC(C)Cn3c2nc2c3c(=O)[nH]c(=O)n2C)cc1 (configuration not stated)	-2
COCc1cc(C(=O)N2CC(C)C(N3CCOCC3)C2)ccc1F (configuration not stated)	-10
COC(=O)c1cc(C2CC2)nc2c1c(-c1ccc(F)cc1)nn2C1CCS(=O)(=O)C1 (configuration not stated)	-7
CC1(C)C(c2ccccc2)=[N+]([O-])C(c2ccccc2O)N1O (configuration not stated)	-38
CCS(=O)(=O)c1cccc(C(=O)Nc2nc3c(Cl)ccc(Cl)c3s2)c1	-9
Cc1ccc(-c2nccn2CCCOc2cccnc2)o1	9
Cc1nn2cc(CCNC(=O)c3cn(CC4CCCO4)nn3)nc2s1 (configuration not stated)	4
Cc1cc(N2CCCN(Cc3cnc(N4CCCCC4)nc3)CC2)ccn1	-13
CCC(COC)NC(=O)c1cc(COc2cccc(OC)c2)on1 (configuration not stated)	-2
COc1ccc2c(c1)CCCN2C(=O)c1ccc(N2CC(C)OC(C)C2)nc1 (configuration not stated)	-7
Cc1ccccc1-c1nc(Cn2cncn2)c(C)o1	2
CCc1nc(CN(C)CC2(c3ccc(C)cn3)CCNCC2)no1	-8
C=C(C)Cn1c(N2CCN(Cc3ccccc3)CC2)nc2c1c(=O)[nH]c(=O)n2C	-1
O=S1(=O)CCCN(Cn2nc(-c3cccs3)oc2=S)CC1	-4
CSC(=NC#N)N1CCN(Cc2nc[nH]c2C)CC1	-1
(cont.)
SMILES	mcGAS RapidFire
CS(=O)(=O)N1N=C(c2ccccc2)CC1c1cccc([N+](=O)[O-])c1 (configuration not stated)	-23
Cc1cc(C2C3=C(CC(C)(C)CC3=O)N(c3ncn[nH]3)C(=N)C2C#N)c(C)s1 (configuration not stated)	-11
O=C(c1ccc([N+](=O)[O-])cc1)N1CCSC12CCNCC2	-2
COC(C)c1ccc(-c2ccc(NC(=O)CN)c(F)c2)cc1 (configuration not stated)	4
O=C(CC1C(=O)NCCN1Cc1cccs1)NCCCc1ccccc1 (configuration not stated)	-5
O=[N+]([O-])c1cc(S(=O)(=O)N2CCCC2)ccc1NN=C1c2ccccc2-c2ccccc21	-10
COC(=O)C(OC(=O)c1ccsc1)c1cc(Cl)cc(Cl)c1 (configuration not stated)	1
Cc1cc(C)n(C(C)CNC(=O)c2cccc(Br)c2)n1 (configuration not stated)	-18
Cc1cc(C)cc(OCC(=O)NNC(=O)c2ccc(C(C)(C)C)cc2)c1	-16
O=C1CC(c2cccc(Cl)c2)Cc2c1cnn2-c1nc2ccccc2[nH]1 (configuration not stated)	-16
Cc1cc(OCC(=O)NCc2ccc(F)cc2)nnc1C	-6
O=C1C[C@H]2CC[C@@H](CN1)N2C(=O)C1CCN(C(=O)Cc2ccccc2)CC1	-11
O=C(O)C1(O)CCN(c2cnc3ccccc3n2)CC1	11
COc1ccc(O)cc1	-3
Cc1c(/C=C/C(=O)Nc2cnn(Cc3c(Cl)cccc3Cl)c2)cnn1C	-32
Cc1cn2c3c(=O)n(Cc4cccc(Cl)c4)c(=O)n(C)c3nc2n1CCN1CCOCC1	-9
CNC(=O)c1ccc(CN(C)C(=O)CCNC(=O)c2ccccc2Cl)cc1	-5
Cc1ccc(S(=O)(=O)NNC(=O)c2c(C)nc3ccccn23)cc1C	-6
c1cc2nc(NCCCN3CCOCC3)ccn2n1	1
N#CC1C(=N)Oc2n[nH]c(-c3ccccc3)c2C1c1ccc(F)cc1 (configuration not stated)	-1
CCOC(=O)c1nn(-c2ccccc2)c(=O)cc1OS(=O)(=O)c1cc(C)c(OC)cc1C	3
COc1ccc(Cc2nn[nH]n2)cc1OC	-17
COC(=O)c1ccc(=O)n(CC(=O)Nc2ccc(OC)cc2OC)c1	-9
COC(=O)CCN(C(=O)c1cnn(-c2ccccc2)c1C)C(C)C	-2
C=C(C)COc1c(CN2CCCCC2c2nc(C)no2)cccc1OC (configuration not stated)	-14
Cc1cccc2c(-c3ncccc3C(N)=O)c[nH]c12	-34
O=C(O)CSc1nc2c(c(=O)[nH]1)CCCC2	-6
COc1cccc(NC(=O)c2cn(C)c3c(=O)n(-c4ccccc4)c(=O)[nH]c23)c1	-18
Cc1cc(=O)cc(C(F)(F)F)o1	-40
Cc1cc(=O)[nH]c(SCc2ccc(C(=O)Nc3ccccc3)cc2)c1C#N	5
CN1CCN(C)C2(CCN(C(=O)c3cn[nH]c3-c3cccs3)CC2)C1	-14
CC1=CCC=CC1C(=O)N1CCOC(COCc2ccccc2F)C1 (configuration not stated)	-2
Cc1ccc(/C=C/C2=Cc3c(sc(N)c3C#N)C(C)(C)C2)o1	2
OCCN(CCO)CC(O)COc1ccc2ccccc2c1 (configuration not stated)	-11
CSCCCNc1nccc(-c2cnn(-c3ccccc3)c2)n1	-15
CN(C)C(=O)c1nnc2n1CCN(C(=O)c1cccn1C)C2	-7

19 of these compounds in another layout.
smiles,mcGAS RapidFire
Cc1c(/C=C/C(=O)Nc2cnn(Cc3c(Cl)cccc3Cl)c2)cnn1C,-32
Cc1cn2c3c(=O)n(Cc4cccc(Cl)c4)c(=O)n(C)c3nc2n1CCN1CCOCC1,-9
CNC(=O)c1ccc(CN(C)C(=O)CCNC(=O)c2ccccc2Cl)cc1,-5
Cc1ccc(S(=O)(=O)NNC(=O)c2c(C)nc3ccccn23)cc1C,-6
c1cc2nc(NCCCN3CCOCC3)ccn2n1,1
N#CC1C(=N)Oc2n[nH]c(-c3ccccc3)c2C1c1ccc(F)cc1 (configuration not stated),-1
CCOC(=O)c1nn(-c2ccccc2)c(=O)cc1OS(=O)(=O)c1cc(C)c(OC)cc1C,3
COc1ccc(Cc2nn[nH]n2)cc1OC,-17
COC(=O)c1ccc(=O)n(CC(=O)Nc2ccc(OC)cc2OC)c1,-9
COC(=O)CCN(C(=O)c1cnn(-c2ccccc2)c1C)C(C)C,-2
C=C(C)COc1c(CN2CCCCC2c2nc(C)no2)cccc1OC (configuration not stated),-14
Cc1cccc2c(-c3ncccc3C(N)=O)c[nH]c12,-34
O=C(O)CSc1nc2c(c(=O)[nH]1)CCCC2,-6
COc1cccc(NC(=O)c2cn(C)c3c(=O)n(-c4ccccc4)c(=O)[nH]c23)c1,-18
Cc1cc(=O)cc(C(F)(F)F)o1,-40
Cc1cc(=O)[nH]c(SCc2ccc(C(=O)Nc3ccccc3)cc2)c1C#N,5
CN1CCN(C)C2(CCN(C(=O)c3cn[nH]c3-c3cccs3)CC2)C1,-14
CC1=CCC=CC1C(=O)N1CCOC(COCc2ccccc2F)C1 (configuration not stated),-2
Cc1ccc(/C=C/C2=Cc3c(sc(N)c3C#N)C(C)(C)C2)o1,2

(next part)
SMILES	mcGAS RapidFire
Cc1cc(Oc2cnccn2)ccc1N	-16
CCOC(=O)c1[nH]c(COC(=O)C2=COCCO2)c(C(=O)OCC)c1C	-3
C=C(Br)Cn1c(C=Cc2ccccc2)nc2ccccc21	-2
O=C(C(Cl)=CNc1ccccn1)C(F)(F)F	-44
Cc1nc2ccccc2nc1CS(=O)(=O)CCC(=O)N1CCOCC1	-9
CCC(C(=O)NC)n1nnc(-c2ccc(Cl)cc2)n1 (configuration not stated)	-2
CC(C)CN(C(=O)COC(=O)C1=NNC(=O)CC1)C1CCS(=O)(=O)C1 (configuration not stated)	-7
Cc1c(C)n2c3c(=O)n(CCN4CCOCC4)c(=O)n(C)c3nc2n1-c1ccc(C(F)(F)F)cc1	-10
O=C(CN1CCc2sccc2C1)Nc1cccc(F)c1	-6
CC(C)C(O)P(=O)(OCc1ccccc1)c1ccc(N(C)C)cc1 (configuration not stated)	-2
Cn1ccnc1CN(CC(O)CO)C1CC1 (configuration not stated)	-19
Cn1ccc(NC(=O)C2CC(=O)N(CCc3ccccc3)C2)n1 (configuration not stated)	-6
CCNc1ncc(C(=O)N2CCCC(O)(CO)C2)cn1 (configuration not stated)	-12
CCOC(=O)C1(Cc2ccc(Cl)cc2)CCN(C(=O)c2cn3c(C)cccc3n2)CC1	-7
O=C(NCc1nc2ccccc2c(=O)n1Cc1ccccc1)C(=O)NC1CCCC1	-4
Cc1nc2[nH]nc(C)n2c(=O)c1CC(=O)O	2
Cn1c(=O)[nH]c(=O)c2c1nc(N1CCN(Cc3ccc(Cl)cc3Cl)CC1)n2Cc1ccccc1	-1
O=C(Cc1csc(N2CCCC2=O)n1)Nc1ccc2c(c1)OCO2	-12
CCOC(=O)c1cccnc1N1Cc2cnc(CC(C)C)nc2C1	-11
CCNc1ccc(P(=O)(CC)CC)cc1	-18&2
O=C(c1ccsc1)N1CCN(S(=O)(=O)c2cccc(F)c2)CC1	1
Cc1[nH]n(-c2ccccc2)c(=O)c1N=Nc1ccc([N+](=O)[O-])cc1	0
N#Cc1cccc(NS(=O)(=O)c2ccc3c(c2)CCC3)c1	-5
O=c1c(O)c(-c2ccccc2)[nH]c2ccccc12	-10
Cc1cc(C)nc(N=C(N)Nc2ccc(SC(F)F)cc2)n1	-4
O=S(=O)(NCCO)c1ccc(Cl)cc1	-8
O=C(Cn1nc(C2CC2)c2cnn(-c3ccccc3)c2c1=O)NCCc1ccccc1	-3
CC(NC(=O)CCc1ccc(F)c(F)c1)c1ccncc1 (configuration not stated)	-4
CCCc1nnc2sc(Cc3ccc(S(C)(=O)=O)cc3)nn12	-15
Cc1c(C)n2c3c(=O)[nH]c(=O)n(C)c3nc2n1-c1ccccc1Cl	-10
O=C(NCc1cc2cc(Cl)ccc2[nH]1)C1CCC(=O)N(C2CC2)C1 (configuration not stated)	-9
O=S(=O)(Nc1ccc(Cl)cc1)c1ccc(Cl)s1	7
O=C(c1cn(CC2CCCO2)cc2c(=O)n(-c3ccccc3)nc1-2)N1CCNCC1 (configuration not stated)	-8
CC1CCN(C(=O)CNC(=O)Cc2ccccc2)CC1	-11
O=[N+]([O-])c1ccc(Sc2nnc(-c3ccco3)o2)c([N+](=O)[O-])c1	24
COC(=O)Cn1c(=O)c2c(nc3n(-c4ccc(Br)cc4)c(C)c(C)n23)n(C)c1=O	0
Cc1nc(-c2ccccc2)c(C(=O)N2CCC(O)(CN(C)C)C2)s1 (configuration not stated)	-15
CC(Oc1ccccc1Br)C(=O)NCc1nccs1 (configuration not stated)	-3

High-throughput results from PubChem.
